# Screening data as filed in PubChem BioAssay.
# LYPLA2 inh: blocks human lysophospholipase 2, a PME1 counter-screen; recombinant LYPLA2, FP-Rh probe fluorescence polarization; O95372; AID 2177; inhibition, % at 5.9 µM; 0.38% of 320,000 active;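 active = inhibition above the screen-wide mean plus 3 SD, limit set per campaign, cut at about 26% in these data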;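 also: 0% = LYPLA2 with DMSO and 100% = wells lacking LYPLA2 enzyme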
# PAD4 FP inh: inhibitors of human PAD4; recombinant PAD4, RCA probe fluorescence polarization; inhibition, % at 6.36 µM; 0.41% of 330,000 active; Q9UM07;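 active = percent inhibition above a cutoff equal to the mean of all tested compounds plus 3 SD, cut at about 15% in these data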;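 also: 0% = PAD4 with RCA probe and DMSO and 100% = probe without PAD4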
# Target sequence (Q9UM07 whole entry, looked up): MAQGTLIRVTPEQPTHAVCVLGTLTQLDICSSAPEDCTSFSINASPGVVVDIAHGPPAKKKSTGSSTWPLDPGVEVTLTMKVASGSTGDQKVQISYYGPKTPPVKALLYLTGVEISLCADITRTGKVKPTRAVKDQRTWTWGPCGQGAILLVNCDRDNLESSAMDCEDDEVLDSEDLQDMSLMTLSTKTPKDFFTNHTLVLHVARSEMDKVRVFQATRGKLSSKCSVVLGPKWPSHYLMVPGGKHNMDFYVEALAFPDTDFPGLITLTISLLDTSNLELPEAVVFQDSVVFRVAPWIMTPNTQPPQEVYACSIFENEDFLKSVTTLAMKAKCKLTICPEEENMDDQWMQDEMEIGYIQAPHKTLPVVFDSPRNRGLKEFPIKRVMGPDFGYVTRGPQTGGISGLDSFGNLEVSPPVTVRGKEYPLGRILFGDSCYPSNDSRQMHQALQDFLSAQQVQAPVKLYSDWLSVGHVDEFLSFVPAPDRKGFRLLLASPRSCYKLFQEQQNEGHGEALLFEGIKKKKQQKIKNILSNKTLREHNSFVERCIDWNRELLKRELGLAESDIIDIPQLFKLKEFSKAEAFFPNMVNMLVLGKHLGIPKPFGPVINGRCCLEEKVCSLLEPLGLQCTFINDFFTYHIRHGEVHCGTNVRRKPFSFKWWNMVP
# PME-1 inh: PME-1 (human) inhibition | recombinant PME-1, FP-Rh probe fluorescence polarization | inhibition, % at 5.9 µM | AID 2130 | Q9Y570 | 0.53% of 320,000 active;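 active = inhibition above the campaign mean of all compounds plus 3 SD, cut at about 26% in these data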;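 also: competitive labeling of PME-1 active site by serine hydrolase directed probe; 0% = PME-1 with DMSO and 100% = wells lacking PME-1 enzyme; inhibitors block probe labeling so polarization falls and inhibition rises; many of its hits are not listed in these tables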
# pPAFAH inh: inhibitors of human plasma PAF acetylhydrolase (pPAFAH). Q13093. recombinant pPAFAH, FP-rhodamine probe fluorescence polarization. inhibition, % at 3.39 µM. 1.5% of 330,000 active;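 active = inhibition above the mean inhibition across the screen plus 3 SD, cut at about 25% in these data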;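 also: inhibitors block binding of the rhodamine activity-based probe so polarization drops; 0% = enzyme with DMSO and 100% = wells lacking pPAFAH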
# PAFAH1B2 inh: PAFAH1B2 (human) inhibition. AID 492953. 1.2% of 340,000 active. inhibition, % at 3.39 µM. P68402. recombinant PAFAH1B2, FP-rhodamine activity probe, fluorescence polarization;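 active = inhibition above the mean of all tested compounds plus 3 SD, cut at about 24% in these data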;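 also: 0% = enzyme with DMSO and 100% = wells lacking PAFAH1B2; many of its hits are not listed in these tables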
# LYPLA1 inh: counter-screen for PME1 inhibitors: inhibitors of human LYPLA1. O75608. recombinant LYPLA1, FP-Rh probe fluorescence polarization. 0.16% of 320,000 active. inhibition, % at 5.9 µM;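 active = inhibition above the mean of all tested compounds plus 3 SD, set per campaign, cut at about 14% in these data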;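 also: inhibitors block serine hydrolase probe labeling of LYPLA1 so polarization falls; 0% = enzyme with DMSO and 100% = wells lacking LYPLA1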
# GSTO1 inh: counter-screen for RBBP9 inhibitors: inhibitors of human GSTO1; inhibition, % at 5.96 µM; P78417; 1.1% of 300,000 active; recombinant GSTO1, activity-based probe fluorescence polarization;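 active = inhibition above the campaign mean inhibition plus 3 SD, cut at about 35% in these data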;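 also: 0% = GSTO1-1 with DMSO and 100% = wells lacking GSTO1-1 enzyme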
# Target sequence (P78417 whole entry, looked up): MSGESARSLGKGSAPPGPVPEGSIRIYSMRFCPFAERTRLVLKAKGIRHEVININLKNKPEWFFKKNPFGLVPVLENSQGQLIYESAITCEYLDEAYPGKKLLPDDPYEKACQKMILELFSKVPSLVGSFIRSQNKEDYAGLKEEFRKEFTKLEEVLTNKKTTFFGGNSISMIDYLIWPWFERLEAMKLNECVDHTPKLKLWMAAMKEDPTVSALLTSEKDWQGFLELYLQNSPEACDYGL
# PREPL inh: inhibits the human prolyl oligopeptidase-like enzyme | recombinant PREPL, fluorescence polarization activity-based probe | 0.68% of 320,000 active | AID 2751 | inhibition, % at 5.96 µM; in the data active = inhibition above about 43%;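 also: 0% = enzyme with DMSO and 100% = wells lacking enzyme; many of its hits are not listed in these tables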
# PAFAH1B3 inh: inhibitors of human PAFAH1B3 | Q15102 | inhibition, % at 3.39 µM | AID 492972 | 0.28% of 340,000 active | recombinant PAFAH1B3, FP-rhodamine probe, fluorescence polarization;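 active = inhibition above the screen-wide average of all tested compounds plus 3 SD, cut at about 25% in these data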;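 also: 0% = enzyme with DMSO only and 100% = wells lacking PAFAH1B3 protein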
# * hit, by the source's call; . = not tested or not shown. An excerpt (hit frequency here may not be typical).
SMILES	LYPLA2 inh	PAD4 FP inh	PME-1 inh	pPAFAH inh	PAFAH1B2 inh	LYPLA1 inh	GSTO1 inh	PREPL inh	PAFAH1B3 inh
Cc1cc(OCc2cc(C(=O)N(C)Cc3ccccn3)no2)cc(C)c1Cl	10	-2	3	8	-1	-3	1	0	3
CCOc1ccc(S(=O)(=O)N(CC(=O)O)c2ccccc2)cc1	5	3	-4	0	3	0	-5	9	-2
O=C1C(=O)N(CCO)C(c2ccccc2)/C1=C(\O)c1ccccc1 (configuration not stated)	5	-7	-1	-7	3	2	0	-9	9
Cc1cc(C)n(CC2CC(=O)N(c3ccc(C)c(Cl)c3)C2=O)n1 (configuration not stated)	17	1	-1	-1	2	2	2	8	2
COc1cc(C(=O)NCCC(=O)N2CCC3(CC2)NCCc2[nH]cnc23)cc(OC)c1OC	0	-2	-4	4	5	-1	6	-6	11
Cc1cccc(N2CCN(C(=O)C3CCN(S(=O)(=O)c4c(C)noc4C)CC3)CC2)c1C	1	1	6	5	-5	-1	5	6	-1
CC(=O)Oc1ccc(C(=O)Cc2ccccn2)c(O)c1	3	-1	11	7	1	0	-5	7	-5
COC(=O)c1cc(-c2ccc(NC(C)=O)cc2)nc2ccccc12	-3	-3	-8	-3	3	-6	-2	-13	1
O=C(c1ccc2c(c1)CCN2S(=O)(=O)c1ccccc1)N1CCN(c2ccccc2)CC1	12	-1	2	8	3	3	2	8	2
CC(Sc1nnnn1C1CCCCC1)C(=O)O (configuration not stated)	-3	5	2	6	5	-2	-1	6	1
CC(C)CN(C(=O)CSc1nnc(C2CC2)n1-c1ccccc1)C1CCS(=O)(=O)C1 (configuration not stated)	11	6	-2	-1	11	1	.	20	3
CCOC(=O)c1ccc(N2CCCCC2)c(NS(=O)(=O)c2ccc(C)cc2)c1	0	-2	-6	9	.	2	13	-3	.
O=S(=O)(CCN(CCS(=O)(=O)C(F)(F)F)CC1CCCO1)C(F)(F)F (configuration not stated)	6	-2	0	6	8	1	3	1	12
Cn1cc(C(=O)Nc2ccc3c(c2)CCC3)cn1	-5	-2	7	2	-2	-1	2	12	3
O=c1[nH]c(=O)n([C@H]2C[C@H](O)[C@@H](CO)O2)cc1I	5	-1	-1	4	1	-2	0	1	6
N#CC1=C(N)N(c2ccccc2)C2=C(C(=O)CCC2)C1c1ccccc1 (configuration not stated)	0	-8	15	4	7	-3	9	21	1
COC(=O)c1cc(S(=O)(=O)Nc2ccc(C)c(F)c2)c[nH]1	0	-1	-2	37*	5	1	11	-10	13
Cc1onc(-c2ccccc2)c1C(=O)N/N=C/c1ccc([N+](=O)[O-])c(O)c1	11	1	7	5	3	8	9	26	-4
COc1ccc(-c2csc(Nc3ccc(C)cn3)n2)cc1OC	6	-1	11	12	2	5	-4	14	3
COc1ccc(NC(=O)CN(C)C(=O)CCNS(=O)(=O)c2ccc(Br)cc2)cc1	-4	3	-6	0	14	-4	1	6	-1
CCOc1ccccc1NC(=O)N1CCc2ccccc2C1	5	-2	-3	-1	5	5	0	15	12
S=c1[nH]nc(Cc2sc(-c3ccccc3)nc2-c2ccccc2)o1	3	6	-4	4	3	1	20	-1	3
CC(=O)Nc1ccc(NC(=O)CN(C)CC(=O)Nc2ccccc2Br)cc1	-14	-4	-3	-8	4	-4	-1	-33	7
C[C@H](NC(=O)c1cccc([N+](=O)[O-])c1)C(=O)OCC(=O)c1ccccc1Br	.	-2	.	9	-3	.	.	15	12
CCN1CCc2c(C#N)c(NCc3ccccc3)nc(NCCO)c2C1	5	-1	1	8	2	1	14	4	7
Cc1ccc(N(CC(=O)NCCc2ccc(Cl)cc2)S(=O)(=O)c2c(C)noc2C)cc1	1	-2	2	1	10	1	-4	-36	6
Fc1ccccc1NC(=S)N1CCCCC1	-1	-5	-6	4	1	-2	-2	2	-3
O=C(c1ccc(C(=O)N2CCCCCC2)cc1)N1CCCCCC1	5	3	-4	5	12	2	6	11	1
O=C(CN1C(=O)S/C(=C\C=C\c2ccccc2)C1=O)Nc1ccc(C(=O)O)cc1	-23	-6	-55	-6	-1	-12	-26	-6	-1
CC(OC(=O)c1ccccc1Nc1ccc(SC(F)F)cc1)C(N)=O (configuration not stated)	19	0	-4	35*	4	-1	1	15	4
CCOCC(=O)Nc1cc(C(=O)NCCC(C)C)ccc1Cl	-2	-7	2	4	.	-1	6	-2	.
Cc1cccc(NC(=O)CC(C)(C)C)c1	5	3	5	8	-2	-1	8	6	2
CCCn1nc(NC(=O)c2cccs2)c2cc3cc(OC)ccc3nc21	-8	-2	-16	5	9	-3	-10	6	-2
CNC(=O)OC(C)CNS(=O)(=O)c1ccc(C)cc1 (configuration not stated)	3	-1	-1	3	5	0	-2	6	5
O=C(OCc1nnc(-c2ccc([N+](=O)[O-])cc2)o1)C1CC(=O)N(CCc2ccccc2)C1 (configuration not stated)	2	-2	-2	18	1	0	.	34	1
CCC(Sc1nc2c(c(=O)n1CC)SC(C)C2)C(=O)OC (configuration not stated)	-2	4	11	-1	4	-1	5	-1	1
O=C(COc1ccccc1)Nc1ccc(S(=O)(=O)NCc2ccco2)cc1	1	-4	3	7	2	-4	5	9	3
COc1ccc2sc(-c3ccccc3OC)c(-c3ccc(OCCN(C)C)cc3)c2c1	.	-3	.	1	1	.	.	.	2
O=C(CN1C(=O)S/C(=C\c2ccc(F)cc2)C1=O)NC1C=CS(=O)(=O)C1 (configuration not stated)	20	5	-4	0	1	0	2	31	-1
O=C(Nc1ccccc1)c1cc(-n2cnnc2)ccc1Cl	4	5	3	0	4	0	3	-3	-5
CCn1c(O)c2ccc(C(=O)N=NC(=O)c3ccccc3)cc2c1O	-1	-1	1	-3	-4	1	4	7	1
CCC(=O)NC1=C(Nc2ccc(N)cc2)C(=O)c2ccccc2C1=O	1	-15	1	4	7	1	29	21	3
N/C(CCS(=O)(=O)c1ccc(Cl)cc1)=N\OC(=O)c1ccc(Cl)cc1	6	1	-2	6	1	-1	1	-21	-1
CCCOC(=O)c1ccc(NC(=O)CCOc2ccccc2)cc1	3	-2	-1	1	-1	-2	-10	-10	1
Cc1cc(-c2ccccc2)c(C#N)c(=S)[nH]1	4	-4	-4	16	0	1	6	-1	5
C=CCNC(=O)C1CC(=O)N(c2ccc(OCC(=O)Nc3ccc(OC)cc3)cc2)C1 (configuration not stated)	4	1	-4	5	2	1	-4	6	10
O=[N+]([O-])c1ccc2[nH]c(O)c(N=Nc3ccc(F)cc3)c2c1	2	-1	-2	2	3	-1	-1	16	1
O=C(CN1C(=O)CC(c2ccccc2)=Nc2ccccc21)NCc1ccccc1	-10	-3	-3	6	4	-4	1	2	5
COc1ccc(CCNC(=O)C(C)OC(=O)c2ccco2)cc1OC (configuration not stated)	-3	-4	0	-5	3	-2	-2	9	2
COc1ccc(CCNC(=O)CNS(=O)(=O)c2ccc(Cl)cc2)cc1	-1	-3	1	-3	.	1	2	-25	.
Cc1ccc(NC(=S)NNC(=S)NCc2ccccc2)cc1	0	-1	1	10	3	-2	5	3	7
CC(OC(=O)c1ccc2ncsc2c1)C(=O)Nc1cccc(Cl)c1 (configuration not stated)	-1	0	-4	2	0	-4	.	-12	-4
COc1ccc(/C=C/C(=O)c2ccc(O)cc2)cc1	-2	1	-8	-3	1	-7	-14	5	13
NC(=O)C1CCN(C(=O)C(=O)c2cn(CC(=O)N3CCCC3)c3ccccc23)CC1	5	2	5	3	5	3	6	8	6
CCOc1ccc(C(=O)Oc2cc(C)[nH]c(=O)c2[N+](=O)[O-])cc1	7	1	6	-2	3	1	61*	6	4
CNC(=O)CSc1nnc(-c2ccc3c(c2)OCO3)n1C	2	2	-3	1	2	-4	4	7	5

# Carrying on.
SMILES	LYPLA2 inh	PAD4 FP inh	PME-1 inh	pPAFAH inh	PAFAH1B2 inh	LYPLA1 inh	GSTO1 inh	PREPL inh	PAFAH1B3 inh
CC1=C(C(=O)Nc2ccccc2)C(c2ccco2)n2ncnc2N1 (configuration not stated)	-6	-1	2	5	1	-3	3	3	6
CC1CN(C(=O)/C=C/c2ccc(SC(F)F)cc2)CC(C)O1 (configuration not stated)	3	-5	3	0	0	4	-4	7	3
Cc1ccc(NC(=O)CN(C)S(=O)(=O)c2cccc3nsnc23)cc1	-4	-2	2	2	8	6	-8	1	7
CCOC(=O)c1ccc(NC(=O)Nc2ncc(Cl)cc2Cl)cc1	0	-3	-1	1	.	-2	-5	0	.
COc1ccc(NC(=S)N(Cc2ccc(C(=O)O)cc2)Cc2ccc(OC)c(OC)c2)cc1	1	-4	2	-1	0	1	-3	18	7
Cc1ccc(Nc2nnc(SCc3cc(=O)n4cc(C)ccc4n3)s2)cc1	4	1	2	6	2	-3	6	7	-4
COC(=O)C1=C(C(=O)OC)[C@@H]2N(C)c3ccc(OC)cc3[C@@]23C[C@@H](C(=O)OC)N=C3N1	4	0	2	4	0	0	7	3	0
COc1ccc(C(=O)N/N=C(/C)c2cccc(NC(=O)C(F)(F)F)c2)cc1	-9	0	3	5	0	-9	-1	0	4
O=[N+]([O-])c1ccc(O)c(CN2CCCCCC2)c1	-3	-2	0	0	1	2	8	2	6
CCN=c1scc(C)n1/N=C/c1ccc(O)c(O)c1O	-9	3	-4	46*	0	-4	69*	12	9
N/C(=N\OC(=O)c1ccc(Cl)cc1[N+](=O)[O-])c1ccccn1	-1	1	-2	2	7	-6	4	4	6
CCCCCOc1ccc(C(=O)NC(CCC)C(=O)O)cc1 (configuration not stated)	5	0	2	-1	9	5	0	-3	4
COC(=O)c1[nH]c(C)c(/C(O)=C2\C(=O)C(=O)N(CCN(C)C)C2c2cccc(OC)c2OC)c1C (configuration not stated)	-4	2	-4	-3	6	-4	8	5	6
O=C(Nc1ccccc1F)c1ccc(COc2ccc(Cl)cc2Cl)o1	-18	1	-11	-2	2	-10	1	-14	7
COc1cc(NC(=O)[C@@H]2CCCN2S(=O)(=O)c2cccc3cccnc23)cc(OC)c1OC	-2	-3	1	7	-1	-2	-1	0	-1
Cn1c(NC(=O)c2ccc(Cl)s2)cc(=O)n(C)c1=O	2	2	4	0	5	2	0	-18	7
Cc1ccc(-c2cc(C(=O)Nc3ccc(S(=O)(=O)Nc4nccs4)cc3)c3ccccc3n2)c(C)c1	2	-6	6	21	2	-7	-10	8	6
COc1ccc(-c2cc(C(=O)OC3CCOC3=O)c3ccccc3n2)cc1 (configuration not stated)	11	4	1	-1	-4	-1	-4	1	-7
COCCn1c(SCC(=O)NC(=O)NCc2ccccc2)nc2ccccc2c1=O	-6	5	-1	0	2	-2	.	-6	-3
CC1CN=C(NC(=O)c2cccc([N+](=O)[O-])c2)S1 (configuration not stated)	-3	-5	1	5	1	1	8	0	0
OCC[C@@H]1C[C@@H](O)[C@H](O)[C@]2(CCCc3ccccc3O2)O1	0	2	4	2	1	1	-6	-8	-4
Cc1ccc(CS(=O)(=O)Cc2ccc(C(=O)NCCc3ccccc3)o2)cc1	3	4	1	24	7	-3	-1	-8	1
